Source: PubChem BioAssay
MEP2 TOR yeast – modulators of MEP2-GFP levels in yeast, primary screen, S. cerevisiae, multiplex flow cytometry, MLPCN library. GFP response vs DMSO, % at 10 µM. S. cerevisiae MEP2-GFP strain, 3 h; 100% = DMSO control level. AID 2016, 2009. 330,000 tested, 0.51% active;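 active = GFP response versus DMSO above a set limit, roughly screen mean plus 3 SD, cut at about 180% in these data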;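 also: median GFP fluorescence of the barcode-gated MEP2-GFP cells per well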
CR mimetic SO – reduction of superoxide in aged yeast, primary screen, HTS | S. cerevisiae aged cells, superoxide DHE fluorescence; active compounds read low | superoxide response (% of plate mean), % at 10 µM | 330,000 tested, 0.18% active | AID 2690, 2010;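 active = superoxide response under a set limit, about three screen SD below normal, cut at about 65% in these data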;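 also: yeast aged for seven days with compound at 30 °C before DHE staining; 100% = average MFI of all compound-treated wells on the plate with controls excluded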
RPL19A TOR yeast – RPL19A-GFP expression modulators in yeast, primary screen, cell-based, S. cerevisiae, multiplex flow cytometry, MLPCN. S. cerevisiae RPL19A-GFP strain, 3 h; active compounds read low. percent response vs DMSO, % at 10 µM. 330,000 tested, 0.3% active. AID 2025, 2009;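 active = percent response vs DMSO below 50%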;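 also: median channel GFP fluorescence of the barcoded RPL19A-GFP strain; ratio of sample median GFP to plate DMSO average so 100% = DMSO; lower means less RPL19A-GFP as with rapamycin TOR inhibition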
JMJD2C inh – inhibitors of GASC-1 histone demethylase, primary screen, biochemical, fluorescence, DELFIA europium; Lysine-specific demethylase 4C (Homo sapiens), Q9H3R0; GST-JMJD2C(1-420) H3K9me3 demethylation; inhibition, % at 2.35 µM; 330,000 tested, 0.069% active;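 active = more than half of a compound's replicate wells show inhibition beyond 50%, single wells judged on their own value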;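 also: signal counts dimethyl H3K9 product captured on neutravidin plate; 0% = median of DMSO wells and 100% = 0.3 times that DMSO median; strong numbers were not always called active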
Target sequence (Q9H3R0 1-420 limits assumed): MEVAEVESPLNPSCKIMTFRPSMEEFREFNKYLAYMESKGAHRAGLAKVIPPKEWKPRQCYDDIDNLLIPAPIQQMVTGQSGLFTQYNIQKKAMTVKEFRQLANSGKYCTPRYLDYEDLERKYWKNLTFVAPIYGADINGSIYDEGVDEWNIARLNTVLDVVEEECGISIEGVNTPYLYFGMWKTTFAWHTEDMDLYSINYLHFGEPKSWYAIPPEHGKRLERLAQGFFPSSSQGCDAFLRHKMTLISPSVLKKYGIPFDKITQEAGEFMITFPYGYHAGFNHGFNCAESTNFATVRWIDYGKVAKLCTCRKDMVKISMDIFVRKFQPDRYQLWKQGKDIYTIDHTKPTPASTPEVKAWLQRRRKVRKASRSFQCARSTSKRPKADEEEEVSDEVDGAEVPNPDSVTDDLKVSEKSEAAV
proCasp3 act – activators of human procaspase-3 D3A mutant, primary screen, biochemical, absorbance, PC-3 D3A mutant, single concentration | AID 463141, 2010 | recombinant procaspase-3 D3A, Ac-DEVD-pNA absorbance 405 nm | Caspase-3 (Homo sapiens), P42574 | activation, % at 8.5 µM | 330,000 tested, 0.11% active;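 active = activation above the mean of all tested compounds plus 3 SD, cut at about 21% in these data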;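 also: 0% = DMSO alone and 100% = DMSO wells spiked with extra 5 µM PC-3 D3A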
Target sequence (P42574 whole entry D9A/D28A/D175A): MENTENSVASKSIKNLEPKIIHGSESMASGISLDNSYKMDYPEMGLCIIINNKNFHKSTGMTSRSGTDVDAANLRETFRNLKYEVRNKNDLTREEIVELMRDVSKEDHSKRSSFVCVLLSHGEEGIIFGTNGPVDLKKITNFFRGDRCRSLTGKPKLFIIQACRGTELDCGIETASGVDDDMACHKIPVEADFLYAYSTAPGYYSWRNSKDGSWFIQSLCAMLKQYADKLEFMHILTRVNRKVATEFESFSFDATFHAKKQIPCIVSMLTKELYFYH
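Test system: Procaspase-3 D3A mutant; medium: Zinc-free HEPES/NaCl buffer with 0.01% Triton X-100 at pH 7.4; reagent: DEVD-pNA substrate; doses: one concentration, 8.5 µM nominal, 0.8% DMSO; times: 1 h preincubation plus 2 h reaction at 25 °C; signal: Epi-absorbance at 405 nm of released p-nitroaniline, 0 and 120 min; replicates: singlicate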
LAP4 TOR yeast – modulators of LAP4-GFP expression in yeast, primary screen, S. cerevisiae, multiplex flow cytometry, MLPCN library | 3 h; median GFP as percent of DMSO wells | GFP response vs DMSO, % at 10 µM | 320,000 tested, 0.34% active | AID 2023, 2009;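 active = GFP response vs DMSO above a set limit, about the screen mean plus 3 SD, cut at about 150% in these data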
AHR act – AHR activators, primary screen, cell-based, luminescence, luciferase reporter, human | activation, % at 5 µM | AHR-responsive luciferase reporter cells | 320,000 tested, 2.5% active | AID 2796, 2010 | Aryl hydrocarbon receptor (Homo sapiens), P35869; in the data active = activation above about 47%;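 also: 0% = vehicle wells and 100% = reference agonist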
proCasp7 act – procaspase-7 activators, primary screen, counter-screen for procaspase-3 activator project, biochemical, absorbance, HTS, human; Caspase-7 (Homo sapiens), P55210; recombinant procaspase-7, Ac-DEVD-pNA absorbance 405 nm; D23A/D198A/D206A triple mutant, cannot self-cleave; scale: DMSO 0, 5 µM enzyme 100; activation, % at 8.5 µM; 330,000 tested, 0.093% active; AID 463210, 2010;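 active = percent activation above the screen-wide mean plus 3 SD, cut at about 25% in these data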
Target sequence (P55210 whole entry D23A/D198A/D206A): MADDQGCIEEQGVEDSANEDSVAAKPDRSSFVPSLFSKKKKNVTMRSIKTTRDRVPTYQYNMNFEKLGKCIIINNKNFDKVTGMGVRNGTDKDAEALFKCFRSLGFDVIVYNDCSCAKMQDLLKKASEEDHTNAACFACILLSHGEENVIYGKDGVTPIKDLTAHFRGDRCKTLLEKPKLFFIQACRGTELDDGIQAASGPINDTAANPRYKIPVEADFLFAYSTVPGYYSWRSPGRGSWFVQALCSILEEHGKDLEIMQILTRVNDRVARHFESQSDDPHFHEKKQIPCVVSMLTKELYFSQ
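Assay system: Uncleavable procaspase-7 mutant enzyme | Input: 2 µM procaspase-7 mutant as dispensed | Timing: 1 h compound preincubation, 2 h substrate cleavage, 25 °C | Repeats: One well per compound | Control set: DMSO wells as 0%, DMSO with 5 µM added PC-7 as 100% | Technique: Epi-absorbance of released pNA at 405 nm, two timepoints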
The depositor's hits bear a star.

For CCCCSc1nnc(-c2ccccc2N)c(=O)[nH]1 the results were MEP2 TOR yeast 102, CR mimetic SO 110, RPL19A TOR yeast 93, JMJD2C inh -3, proCasp3 act -1, LAP4 TOR yeast 101, AHR act 8 and proCasp7 act -6.
CCCn1nnnc1SCC(=O)N(C(C)C)C(C)C was read as MEP2 TOR yeast 102, CR mimetic SO 103, RPL19A TOR yeast 97, JMJD2C inh 7, proCasp3 act -3, LAP4 TOR yeast 101, AHR act 1 and proCasp7 act -16.
Screening Cc1cc(C)cc(OCC(=O)OCC(=O)c2ccc3c(c2)NC(=O)CO3)c1 returned MEP2 TOR yeast 99, CR mimetic SO 103, RPL19A TOR yeast 95, JMJD2C inh 1, proCasp3 act 6, LAP4 TOR yeast 94, AHR act 1 and proCasp7 act -10.
C=CCN(CC=C)CC(O)Cn1c2ccccc2c2ccccc21 (stereo not drawn) was read as MEP2 TOR yeast 94, CR mimetic SO 97, RPL19A TOR yeast 101, JMJD2C inh 3, proCasp3 act 0, LAP4 TOR yeast 90, AHR act 14 and proCasp7 act 5.
Clc1ccc(NCc2ccsc2)cc1 was read as MEP2 TOR yeast 108, CR mimetic SO 100, RPL19A TOR yeast 105, JMJD2C inh 6, proCasp3 act 1, LAP4 TOR yeast 89, AHR act 12 and proCasp7 act 0.
`O=C(COc1ccccc1[N+](=O)[O-])N1CCN(C(=O)c2ccco2)CC1` gave MEP2 TOR yeast 102, CR mimetic SO 97, RPL19A TOR yeast 98, JMJD2C inh 5, proCasp3 act -4, LAP4 TOR yeast 98, AHR act 2 and proCasp7 act 9.
CC(=O)OCc1cc(-c2nc3ccccc3[nH]c2=O)nn1-c1ccc(Cl)cc1 was read as MEP2 TOR yeast 108, CR mimetic SO 114, RPL19A TOR yeast 102, JMJD2C inh 3, proCasp3 act 3, LAP4 TOR yeast 97, AHR act 20 and proCasp7 act -8.
For CSc1nc(-c2ccccc2)nn1C(=O)c1ccc(Cl)cc1 the results were MEP2 TOR yeast 103, CR mimetic SO 93, RPL19A TOR yeast 103, JMJD2C inh -4, proCasp3 act -7, LAP4 TOR yeast 110, AHR act 2 and proCasp7 act -5.
For Fc1cccc(Cl)c1C1Nc2cccc3cccc(c23)N1 the results were MEP2 TOR yeast 108, CR mimetic SO 92, RPL19A TOR yeast 109, JMJD2C inh 6, proCasp3 act 0, LAP4 TOR yeast 101, AHR act 7 and proCasp7 act -6.
Screening COc1ccc(C(=O)Nc2ccc(NC(=O)c3cccs3)cc2)cc1[N+](=O)[O-] returned MEP2 TOR yeast 114, CR mimetic SO 98, RPL19A TOR yeast 108, JMJD2C inh -1, proCasp3 act 4, LAP4 TOR yeast 108, AHR act 2 and proCasp7 act -2.
`O=C(NCC(c1cccnc1)N1CCOCC1)c1cccc(Cl)c1` (stereo not drawn) gave MEP2 TOR yeast 105, CR mimetic SO 100, RPL19A TOR yeast 102, JMJD2C inh 7, proCasp3 act 7, LAP4 TOR yeast 109, AHR act 3 and proCasp7 act 6.
Cc1cc([N+](=O)[O-])nn1CCCC(=O)Nc1ccc2c(c1)OCO2 was read as MEP2 TOR yeast 86, CR mimetic SO 90, RPL19A TOR yeast 97, JMJD2C inh -19, proCasp3 act 3, LAP4 TOR yeast 92, AHR act -1 and proCasp7 act 1.
Screening Cc1cc(-c2csc(N)n2)c(C)n1-c1ccc(Cl)c(Cl)c1 returned MEP2 TOR yeast 135, CR mimetic SO 102, RPL19A TOR yeast 105, JMJD2C inh -5, proCasp3 act -7, LAP4 TOR yeast 107, AHR act 3 and proCasp7 act 3.
CC(C)c1ccc(NC2CCCN(C(=O)CCCn3cncn3)C2)cc1 (stereo not drawn) was read as MEP2 TOR yeast 100, CR mimetic SO 107, RPL19A TOR yeast 111, JMJD2C inh -17, proCasp3 act 7, LAP4 TOR yeast 85, AHR act 11 and proCasp7 act 5.
`COC(=O)c1ccc(CN2C(=O)NC(Cc3c[nH]c4ccccc34)C2=O)cc1` (stereo not drawn) gave MEP2 TOR yeast 102, CR mimetic SO 97, RPL19A TOR yeast 105, JMJD2C inh 7, proCasp3 act -2, LAP4 TOR yeast 94, AHR act 0 and proCasp7 act -9.
For CCOc1ccc(N2CC(C(=O)Nc3ccccc3C(=O)N3CCOCC3)CC2=O)cc1 (stereo not drawn) the results were MEP2 TOR yeast 99, CR mimetic SO 114, RPL19A TOR yeast 107, JMJD2C inh 0, proCasp3 act 1, LAP4 TOR yeast 98, AHR act 1 and proCasp7 act -4.
`COCCN(C(=O)Cc1cccs1)C(C(=O)NCc1ccc(OC)cc1)c1ccc(C(C)C)cc1` (stereo not drawn) gave MEP2 TOR yeast 98, CR mimetic SO 102, RPL19A TOR yeast 96, JMJD2C inh 5, proCasp3 act 0, LAP4 TOR yeast 99, AHR act -2 and proCasp7 act 2.
For CCOC(=O)C(C)NC(=O)CCc1nnc2ccc(N3CCCCC3)nn12 (stereo not drawn) the results were MEP2 TOR yeast 101, CR mimetic SO 100, RPL19A TOR yeast 101, JMJD2C inh -1, proCasp3 act 1, LAP4 TOR yeast 100, AHR act 4 and proCasp7 act 0.
Screening c1ccc(SSc2ccccc2)cc1 returned MEP2 TOR yeast 83, CR mimetic SO 92, RPL19A TOR yeast 86, JMJD2C inh 21, proCasp3 act 1, LAP4 TOR yeast 97, AHR act -2 and proCasp7 act 6.
Screening COc1ccc(Nc2nc(N)c([N+](=O)[O-])c(N3CCOCC3)n2)cc1 returned MEP2 TOR yeast 99, CR mimetic SO 88, RPL19A TOR yeast 99, JMJD2C inh -4, proCasp3 act -3, LAP4 TOR yeast 99, AHR act 17 and proCasp7 act -6.
`CC1CN(c2ccc(NC(=S)Nc3ccc(N4CC(C)OC(C)C4)cc3)cc2)CC(C)O1` (stereo not drawn) gave MEP2 TOR yeast 96, CR mimetic SO 104, RPL19A TOR yeast 100, JMJD2C inh 9, proCasp3 act -20, LAP4 TOR yeast 101, AHR act 0 and proCasp7 act -24.
Screening COC(=O)C1=C(C)NC(C)=C(C(=O)OC)C1c1ccc2ccccc2n1 returned MEP2 TOR yeast 98, CR mimetic SO 105, RPL19A TOR yeast 103, JMJD2C inh 6, proCasp3 act 4, LAP4 TOR yeast 108, AHR act 22 and proCasp7 act 11.
CCOC(=O)c1[nH]c(C)c(C(=O)NCc2cccnc2)c1C was read as MEP2 TOR yeast 112, CR mimetic SO 104, RPL19A TOR yeast 104, JMJD2C inh -9, proCasp3 act 0, LAP4 TOR yeast 105, AHR act 0 and proCasp7 act 3.
CC(NC(=O)CCNC(=O)c1ccccc1Cl)C1CC2CCC1C2 (stereo not drawn) was read as MEP2 TOR yeast 104, CR mimetic SO 92, RPL19A TOR yeast 100, JMJD2C inh -4, proCasp3 act 6, LAP4 TOR yeast 96, AHR act 1 and proCasp7 act 3.

Overlap with the part before: three compounds, then new ones.
Screening COC(=O)C1=C(C)NC(C)=C(C(=O)OC)C1c1ccc2ccccc2n1 returned MEP2 TOR yeast 98, CR mimetic SO 105, RPL19A TOR yeast 103, JMJD2C inh 6, proCasp3 act 4, LAP4 TOR yeast 108, AHR act 22 and proCasp7 act 11.
CCOC(=O)c1[nH]c(C)c(C(=O)NCc2cccnc2)c1C was read as MEP2 TOR yeast 112, CR mimetic SO 104, RPL19A TOR yeast 104, JMJD2C inh -9, proCasp3 act 0, LAP4 TOR yeast 105, AHR act 0 and proCasp7 act 3.
CC(NC(=O)CCNC(=O)c1ccccc1Cl)C1CC2CCC1C2 (stereo not drawn) was read as MEP2 TOR yeast 104, CR mimetic SO 92, RPL19A TOR yeast 100, JMJD2C inh -4, proCasp3 act 6, LAP4 TOR yeast 96, AHR act 1 and proCasp7 act 3.
Screening Cc1ccc(O)c(C2=Nc3ccccc3N=C(c3cccc([N+](=O)[O-])c3)C2)c1 returned MEP2 TOR yeast 109, CR mimetic SO 91, RPL19A TOR yeast 97, JMJD2C inh -9, proCasp3 act -11, LAP4 TOR yeast 108, AHR act 20 and proCasp7 act -8.
COc1ccc(-c2nnn(CC(=O)N3CCN(c4ccccc4OC)CC3)n2)cc1OC was read as MEP2 TOR yeast 107, CR mimetic SO 94, RPL19A TOR yeast 110, JMJD2C inh 5, proCasp3 act 7, LAP4 TOR yeast 101, AHR act -2 and proCasp7 act 0.
For COc1cccc(-c2ccc(NC(=O)C3CCCN(Cc4ccco4)C3)cc2)c1 (stereo not drawn) the results were MEP2 TOR yeast 116, CR mimetic SO 102, RPL19A TOR yeast 110, JMJD2C inh -4, proCasp3 act 1, LAP4 TOR yeast 111, AHR act 8 and proCasp7 act 5.
Screening COc1ccc(C(=O)NNC(=O)C(=O)Nc2cccc3ccccc23)cc1 returned MEP2 TOR yeast 102, CR mimetic SO 106, RPL19A TOR yeast 101, JMJD2C inh 7, proCasp3 act 8, LAP4 TOR yeast 99, AHR act -1 and proCasp7 act 6.
For Cc1ccc(NC(=O)C2CCC(=O)N2C(=O)OCc2ccccc2)cc1 (stereo not drawn) the results were MEP2 TOR yeast 103, CR mimetic SO 96, RPL19A TOR yeast 106, JMJD2C inh 5, proCasp3 act -4, LAP4 TOR yeast 98, AHR act -1 and proCasp7 act 6.
O=C(Nc1ccon1)c1sc2ccccc2c1Cl was read as MEP2 TOR yeast 108, CR mimetic SO 98, RPL19A TOR yeast 97, JMJD2C inh 17, proCasp3 act -2, LAP4 TOR yeast 98, AHR act -2 and proCasp7 act 13.
`O=S(=O)(c1ccc(Br)s1)n1cccn1` gave MEP2 TOR yeast 103, CR mimetic SO 120, RPL19A TOR yeast 108, JMJD2C inh -4, proCasp3 act 3, LAP4 TOR yeast 104, AHR act 1 and proCasp7 act 12.
For O=c1ccc(NS(=O)(=O)c2ccccc2Cl)cn1Cc1ccc(Cl)c(Cl)c1 the results were MEP2 TOR yeast 103, CR mimetic SO 136, RPL19A TOR yeast 96, JMJD2C inh 9, proCasp3 act 0, LAP4 TOR yeast 89, AHR act -4 and proCasp7 act -4.
`Cc1cc(NC(=O)C(C)C)ncc1NC(=O)Cc1ccccc1` gave MEP2 TOR yeast 97, CR mimetic SO 109, RPL19A TOR yeast 96, JMJD2C inh 6, proCasp3 act 0, LAP4 TOR yeast 95, AHR act -1 and proCasp7 act 4.
For CC(C)=CC1C(C(=O)NCCc2ccccc2)C1(C)C (stereo not drawn) the results were MEP2 TOR yeast 97, CR mimetic SO 99, RPL19A TOR yeast 92, JMJD2C inh 2, proCasp3 act 0, LAP4 TOR yeast 107, AHR act 0 and proCasp7 act 8.
For O=C1CC(N2CCC(C(=O)N3CCCCC3)CC2)C(=O)N1 (stereo not drawn) the results were MEP2 TOR yeast 101, CR mimetic SO 100, RPL19A TOR yeast 102, JMJD2C inh 4, proCasp3 act -21, LAP4 TOR yeast 108, AHR act 1 and proCasp7 act -37.
